Tn6 DDE FP: inhibitors of Tn6 peptide binding to human fibrin DD(E). P02675. Fibrin DD(E) TRITC-Tn6 fluorescence polarization displacement. inhibition, % at 8.3 µM. 370,000 compounds, 0.21% hits;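 active means inhibition above a per-campaign cutoff: mean of compounds within control limits plus 3 SD, cut at about 15% in these data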;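 further: 0% = median of all compound wells on the plate and 100% = blocking peptide control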
ASAP1 inh: ASAP1 ArfGAP inhibition; ASAP1-stimulated ARF1 GTP hydrolysis, GDP FP detection; AID 624377; Q9ULH1; inhibition, % at 16.5 µM; 360,000 compounds, 0.19% hits; in the data active means inhibition above about 25%;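 further: 0% = vehicle with enzyme and substrate and 100% = no enzyme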
ARFGAP1 inh: inhibitors of rat ARFGAP1. inhibition, % at 16.5 µM. AID 651572. 360,000 compounds, 0.26% hits. Arfgap1-stimulated ARF1 GTP hydrolysis, GDP FP detection;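 active means inhibition above a per-plate limit, mean inhibition of low control wells plus 3 SD, cut at about 25% in these data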;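 further: 0% = DMSO wells with enzyme and 100% = wells lacking Arfgap1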
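material = rat Arfgap1 catalytic domain, aa 1-136 | also added = human ARF1(Δ1-17)-GTP substrate | compound dosing = one concentration, 16.5 µM, DMSO 1.26% | times = GTP hydrolysis reaction 2 h at 25 °C | measured by = FP, GDP Alexa 633 tracer displaced from anti-GDP antibody, 620/688 nm | evaluation = percent inhibition of Arfgap1-stimulated GTP hydrolysis | replication = single well per compound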
Tn7 DDE FP: disrupts Tn7 cyclic peptide binding to fibrin D-Dimer-E complex. P02675. FP displacement of FITC-Tn7 peptide from fibrin DD(E); 0% = median of compound wells per plate. inhibition, % at 8.3 µM. 370,000 compounds, 0.13% hits;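 active means inhibition above the mean of compounds falling within the control limits plus 3 SD of them, cut at about 14% in these data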;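 further: 0% = plate median of compound wells and 100% = 10 µM Aha-Tn7 peptide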
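Assay system: Fibrin-DD(E) protein isolated from polymerized human fibrin clots; read-out basis: percent inhibition; medium: Tris/NaCl/CaCl2 buffer, pH 7.8; signal: FP measurement; incubation: 10 min plus 3 h, room temperature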
PLCg1 inh: blocks human PLC-gamma1 enzyme activity; P19174; purified PLC-gamma1, fluorogenic substrate, fluorescence; inhibition, % at 12.2 µM; 370,000 compounds, 0.84% hits; AID 720700; in the data active means inhibition above about 9.5%
PLC-beta3 inh: PLC-beta3 (human) inhibition, primary screen. Q01970. Purified PLC-beta3, fluorogenic substrate, fluorescence. inhibition, % at 12.2 µM. 370,000 compounds, 0.18% hits; in the data active means inhibition above about 11%;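 further: 0% = median of compound wells on plate and 100% = full blocker control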
Target sequence (Q01970 whole entry, looked up): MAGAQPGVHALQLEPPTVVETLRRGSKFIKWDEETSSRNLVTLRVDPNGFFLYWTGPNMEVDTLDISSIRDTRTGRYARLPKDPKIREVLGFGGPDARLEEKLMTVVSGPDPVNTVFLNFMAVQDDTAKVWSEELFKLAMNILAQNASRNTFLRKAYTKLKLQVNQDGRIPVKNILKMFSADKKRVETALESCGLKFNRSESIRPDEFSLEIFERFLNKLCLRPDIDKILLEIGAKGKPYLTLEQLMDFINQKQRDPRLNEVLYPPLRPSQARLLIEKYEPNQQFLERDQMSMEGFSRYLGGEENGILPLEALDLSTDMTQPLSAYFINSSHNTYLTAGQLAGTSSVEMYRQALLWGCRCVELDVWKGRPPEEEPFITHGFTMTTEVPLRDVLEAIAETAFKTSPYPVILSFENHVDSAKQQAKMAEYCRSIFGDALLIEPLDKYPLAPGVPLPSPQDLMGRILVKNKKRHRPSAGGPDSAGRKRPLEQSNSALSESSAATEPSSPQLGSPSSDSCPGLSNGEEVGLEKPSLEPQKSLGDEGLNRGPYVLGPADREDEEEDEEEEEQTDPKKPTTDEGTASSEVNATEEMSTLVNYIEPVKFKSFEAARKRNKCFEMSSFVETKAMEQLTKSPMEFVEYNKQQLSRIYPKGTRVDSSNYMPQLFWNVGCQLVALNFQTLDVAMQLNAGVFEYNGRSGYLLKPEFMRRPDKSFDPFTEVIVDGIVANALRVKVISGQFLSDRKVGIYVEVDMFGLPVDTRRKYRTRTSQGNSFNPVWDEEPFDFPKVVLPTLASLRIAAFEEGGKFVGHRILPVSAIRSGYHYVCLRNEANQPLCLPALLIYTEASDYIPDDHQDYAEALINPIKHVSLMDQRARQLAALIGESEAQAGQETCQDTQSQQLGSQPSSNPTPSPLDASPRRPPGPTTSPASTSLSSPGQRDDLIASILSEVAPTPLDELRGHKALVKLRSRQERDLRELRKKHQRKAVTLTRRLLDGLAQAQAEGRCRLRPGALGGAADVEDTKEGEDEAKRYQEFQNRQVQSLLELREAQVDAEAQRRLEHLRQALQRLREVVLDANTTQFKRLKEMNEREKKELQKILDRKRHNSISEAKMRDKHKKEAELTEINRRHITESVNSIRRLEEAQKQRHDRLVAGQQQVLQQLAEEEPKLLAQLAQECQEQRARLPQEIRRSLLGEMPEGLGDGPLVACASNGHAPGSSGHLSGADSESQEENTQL
ADAM10 inh: inhibitors of human ADAM10; inhibition, % at 7 µM; 370,000 compounds, 0.62% hits; recombinant ADAM10, EDANS/DABCYL FRET peptide cleavage, 3 h; O14672;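 active means inhibition above a per-campaign cutoff equal to the mean of compounds falling between control-based bounds plus 3 SD, cut at about 20% in these data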;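 further: 0% = DMSO wells while the 100% control is not disclosed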
SIAE primary: human SIAE inhibition, primary screen; 370,000 compounds, 0.69% hits; inhibition, % at 9.66 µM; SIAE FP-Rh probe binding, fluorescence polarization; Q9HAT2;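 active means inhibition above a cutoff: mean of compounds within the control limits plus 3 SD of those, cut at about 17% in these data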;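 further: 0% = plate median of compound wells and 100% = probe without SIAE protein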
ADAM17 inh: ADAM17 inhibition, QFRET primary screen; inhibition, % at 6.95 µM; 370,000 compounds, 0.83% hits; AID 720648; recombinant ADAM17, EDANS/DABCYL FRET peptide cleavage;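 active means inhibition above the mean of compounds lying between control limits plus 3 SD, set per campaign, cut at about 8.5% in these data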;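 further: 0% = DMSO-only wells as the low control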
TDP2 absorb: TDP2 (human) inhibition, absorbance primary screen | recombinant TDP2, T5PNP hydrolysis, p-nitrophenol absorbance 415 nm | inhibition, % at 12.8 µM | 370,000 compounds, 0.34% hits | AID 720702;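 active means inhibition above the mean of all tested compounds plus 3 SD, set per campaign, cut at about 25% in these data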;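 further: 0% = DMSO with enzyme and 100% = buffer with substrate but no TDP2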
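System: recombinant human TDP2 / Amount: 120 nM TDP2 per well / Also added: 5 mM T5PNP chromogenic substrate / Doses: 12.8 µM single point, 1% DMSO / Incubation: 2 h at 37 °C / Detection: p-Nitrophenol epi absorbance / Evaluation: % inhibition relative to enzyme-containing and enzyme-free wells / Repeats: singlicate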
An asterisk follows results filed as active; i = inactive; . = no result given.

Order of values – Tn6 DDE FP, ASAP1 inh, ARFGAP1 inh, Tn7 DDE FP, PLCg1 inh, PLC-beta3 inh, ADAM10 inh, SIAE primary, ADAM17 inh, TDP2 absorb
CN1CCC(=NNC(=O)CN(c2cccc(Br)c2)S(C)(=O)=O)CC1
  -4, -9, 7, 1, 1, 0, 4, 6, -1, 0
Cc1ccc(-n2nc3cc(C)c(NC(=S)NC(=O)/C=C/c4ccco4)cc3n2)cc1
  0, 7, 8, -4, -33, -43, -34, -1, -4, -3
Cc1ccccc1CNC(=O)C(=O)NCC1OCCCN1S(=O)(=O)c1cccs1 (stereo not drawn)
  -10, -2, 20, 4, 3, -3, -4, 16, -3, -3
Cc1cc(NC(c2cccnc2)c2c(C)[nH]c3ccccc23)no1 (stereo not drawn)
  -1, -7, 4, 7, -6, -8, -11, 5, -1, -5
O=C(CN1CCN(C(=O)CN2C(=O)NC3(CCCC3)C2=O)CC1)Nc1cccc(F)c1
  9, -5, 15, -3, -4, -3, -11, -3, -2, -1
Cc1cccc(NC(=O)CSc2nncn2-c2ccccn2)c1
  -4, 4, 9, 2, 2, 0, 5, -3, 0, -8
CCn1ncc(CNC(=O)C2(C)CC2(Br)Br)c1C (stereo not drawn)
  5, -1, -8, 0, -1, 2, 1, 0, -3, 13
Cc1nnc(SCC(=O)NC(=O)NCc2ccco2)s1
  1, -1, 6, -4, 5, -1, 10, 7, -2, -17
COC(=O)C(=NNc1c(C)n(C)n(-c2ccccc2)c1=O)C(=O)OC
  11, -20, 2, 3, -1, -2, -2, 10, -1, -1
COCC(=O)Nc1ccc(N2CCN(c3ccccc3)CC2)c(F)c1
  1, 2, 1, -2, 0, -3, 0, 5, -5, 0
CC1(c2nnnn2-c2ccc(F)cc2)CCCC(=O)N1CCc1c[nH]c2ccccc12 (stereo not drawn)
  -3, ., ., 0, 7, 3, 2, 1, -1, -5
COc1ccc(/C=C(/NC(=O)c2ccccc2OC)C(=O)Nc2ccc(C(=O)O)cc2)cc1
  -3, -5, -4, -7, -2, -4, -10, 7, -1, 15
CCOc1cc(N2CCOCC2)c(OCC)cc1NC(=O)COC(=O)c1cccc2ccccc12
  5, -12, -1, 2, -1, 0, 6, -3, -3, -4
Cc1ccc(C)c(NC(=O)NCc2ccccn2)c1
  -4, -10, 0, 7, 0, -4, -2, -3, -17, 2
CCN(c1ccccc1)S(=O)(=O)c1ccc2ccccc2c1
  4, -10, 13, -5, -1, -5, -2, -6, 2, 4
N#C/C(=C\c1ccc(Cl)c([N+](=O)[O-])c1)c1ccccn1
  0, 12, 6, -6, 1, -8, 5, -5, 2, -10
Cc1[nH]nc(N)c1-c1ccc(Cl)cc1
  1, -14, 3, 3, 1, -3, 2, 5, -2, 17
Cc1ccc2c(c1)N(CC(=O)NC1CCCC1)C(=O)c1cccnc1O2
  1, 5, 10, 2, -1, 3, -6, 14, -1, 6
O=S(=O)(Nc1cccc2ccccc12)c1cccc2nonc12
  3, 4, -2, -7, -3, -9, 2, 6, -1, -8
Cc1ccc(C)c(NC(=O)C2CC(=O)N(C(C)C)C2)c1 (stereo not drawn)
  -6, -8, 7, -5, 2, 2, -5, -2, -2, 0

(next part)
Order of values – Tn6 DDE FP, ASAP1 inh, ARFGAP1 inh, Tn7 DDE FP, PLCg1 inh, PLC-beta3 inh, ADAM10 inh, SIAE primary, ADAM17 inh, TDP2 absorb
CCCCCCNc1c(C(=O)OCC)c(=O)[nH]c2ccccc12
  0, -2, -6, 13, -1, -27, 6, 1, -3, 1
CCOC(=O)c1oc2ccc(Br)cc2c1COC(=O)C1=COCCO1
  -4, 6, 3, 4, -1, -7, -5, 6, -2, -5
CN1CCN(C(=O)CN(C2CCCCC2)S(=O)(=O)c2ccc(Br)cc2)CC1
  -5, 5, -2, -1, -1, -4, -3, 5, -2, 4
CCC(=O)Nc1sc(Cc2ccc3c(c2)OCO3)c(C)c1C(N)=O
  3, -7, -8, 2, -2, -8, 0, 10, -3, -5
CCOC(=O)C1=CCN(S(=O)(=O)c2ccccc2Br)C1c1ccccc1 (stereo not drawn)
  0, -4, 14, 4, -2, 0, -4, 8, -3, -2
CCCNC(=O)c1cc(C2CCCCN2C(=O)OCCF)on1 (stereo not drawn)
  4, 7, -4, 1, 0, 1, -1, -2, -5, -1
Cc1cc(/C=N/NC(=O)Cn2c3ccccc3c(=O)c3ccccc32)c(C)n1-c1ccccc1
  -2, 25*, 20, -15, -122, -139, i, -13, -240, 2
CNC(=O)NC(=O)COC(=O)c1cccc(S(=O)(=O)N2CC3(C)CC2CC(C)(C)C3)c1 (stereo not drawn)
  7, 11, 13, -3, 1, 0, 4, -7, 0, -4
CC(=O)Nc1ccc(S(=O)(=O)Nc2cccc(NC(=O)C(C)(C)C)c2)cc1
  4, -3, -13, -3, 5, 1, 3, 0, 2, 3
Cc1cc(/C=C(\C#N)C(=O)OCC#N)c(C)n1CC(C)C
  -1, 9, -4, -6, -21, -25, -5, -2, 0, -3
Cc1nn(-c2ccccc2)c(Cl)c1C(=O)Nc1ccc(N2CCOCC2)cc1
  4, 10, -9, -5, 3, 4, 2, 3, 0, -14
Cc1nc(NC(C)C)c2cnn(CCc3ccccc3)c2n1
  4, -10, 4, -4, 0, -1, -4, -3, -7, 0
Nc1nnc(SCC(=O)NC2CCCCC2)s1
  1, 0, 8, -1, 1, -2, 1, -2, -1, 11
O=C(NCCN1CCN(c2ccccc2F)CC1)C1CCCN(S(=O)(=O)c2cnc[nH]2)C1 (stereo not drawn)
  -5, -5, -7, -3, -1, 1, -5, 2, -1, 6
O=C(COC(=O)c1cc([N+](=O)[O-])ccc1NCCO)NCc1cccs1
  2, 9, 3, 1, -1, -2, -8, -2, -1, -7
COc1ccc(NS(=O)(=O)c2cc(NC(=O)CCNC(C)=O)ccc2N2CCCCC2)cc1
  12, -3, -2, -4, 4, -6, -8, -8, -2, 0
O=C(Cn1ccc([N+](=O)[O-])n1)N1CCCc2ccccc21
  -3, 0, -2, 1, -8, -3, 1, -4, -4, -4
CCOC(=O)c1cc(NC(=O)CCC(=O)O)ccc1N1CCCCC1
  -1, -6, -8, 6, -1, -9, -7, 3, -6, -11
Cc1nc(Cl)c(C(=O)NCc2ccccc2)c(C)c1[N+](=O)[O-]
  2, -8, -5, 1, -1, -1, -3, -6, -3, -12
Cc1nn(-c2ccc(F)cc2)c(Cl)c1/C=C(/CCC(=O)O)c1nc2ccccc2s1
  -3, 8, 11, -12, 2, 6, -8, -3, 4, -7

ASAP1 inh, what is marked active above.
Order of values – Tn6 DDE FP, ASAP1 inh, ARFGAP1 inh, Tn7 DDE FP, PLCg1 inh, PLC-beta3 inh, ADAM10 inh, SIAE primary, ADAM17 inh, TDP2 absorb
Cc1cc(/C=N/NC(=O)Cn2c3ccccc3c(=O)c3ccccc32)c(C)n1-c1ccccc1
  -2, 25*, 20, -15, -122, -139, i, -13, -240, 2

Going on with the list.
Order of values – Tn6 DDE FP, ASAP1 inh, ARFGAP1 inh, Tn7 DDE FP, PLCg1 inh, PLC-beta3 inh, ADAM10 inh, SIAE primary, ADAM17 inh, TDP2 absorb
COC(=O)C1=C[C@@H](C(=O)OC)[C@@H]2C3=C(C(=O)[C@]2(CC(C)C)NC(=O)c2ccccc2)[C@H](C)n2c(=O)n(-c4ccccc4)c(=O)n2[C@@H]3C1
  1, 9, 1, 1, 2, -4, 3, 3, -3, -5
O=C(Nc1ccc(Oc2ccsc2C(=O)O)cc1)c1ccccc1F
  8, 3, -8, 4, 2, 2, 5, -7, 0, -14
NC(=O)c1sc(=S)n2c1[nH]c(=O)c1sccc12
  -6, -1, -3, -10, -42, -71, -11, -26, -6, 5
Cc1ccc(C(=O)N2N=C(c3cccc(NS(C)(=O)=O)c3)CC2c2cccs2)cc1 (stereo not drawn)
  6, 3, 0, -3, 1, -6, 13, 2, 0, 1
CN(C)C(CNC(=O)C1CCN(S(=O)(=O)c2ccc(Cl)cc2)CC1)c1ccccc1 (stereo not drawn)
  1, -2, -4, -2, 5, -3, -3, 1, -4, 6
O=C(CCCCn1c(=S)[nH]c2ccsc2c1=O)NCc1ccc2c(c1)OCO2
  5, 6, -7, -1, 2, -3, 5, -20, 3, -9
COc1ccc(/C(O)=C2/C(=O)C(=O)N(c3ccccn3)C2c2ccc(OC)cc2)cc1 (stereo not drawn)
  2, -4, -4, -1, -36, -6, 0, 13, -1, 13
O=C(CSc1nc2ccccc2[nH]1)N/N=C/C=C/c1ccccc1[N+](=O)[O-]
  6, 5, 18, 5, 1, 2, 3, 5, -1, 0
CCCCNC(=O)c1nc(-c2cc3ccccc3[nH]2)oc1-c1cccc(C(F)(F)F)c1
  -4, 12, -6, 2, -51, -79, -38, 1, -11, 7
Cc1cc(NC(=O)C(C)SCC(=O)OCC(=O)Nc2c(C)cccc2C(C)C)no1 (stereo not drawn)
  -4, -6, 12, 1, 1, 0, -3, 1, -4, 8
Cc1cc(C)c(C)c(S(=O)(=O)N2CCC(C(=O)Nc3ccccc3N3CCOCC3)CC2)c1C
  -6, 7, 7, 0, 1, 4, -4, 3, -2, -1
COc1ccc(NC(=O)CN2CCC(NC(=O)c3ccco3)CC2)c([N+](=O)[O-])c1
  -1, -6, -6, 2, -1, 0, 1, 2, -1, 23
Nc1c(C(=O)NCC2CCCO2)sc2nc3c(c(-c4ccco4)c12)CC/C3=C\c1ccco1 (stereo not drawn)
  -1, 16, -4, 3, -38, -48, -1, 23*, 0, -1
O=C(/C=C/[C@H]1O[C@@H](n2cnc3c(NC(=O)c4ccccc4)ncnc32)[C@H](O)[C@@H]1O)NCc1cccc2ccccc12
  -5, 7, 9, -11, 2, 9, 5, -7, 0, 5
OCc1nnc2c3ccccc3c(-c3ccccc3)nn12
  2, 12, 1, 2, -33, 0, 4, -2, 1, 5
Cc1nc(N2CCN(c3ccccc3)CC2)nc2c1C(=O)CC(c1ccccc1)C2 (stereo not drawn)
  -2, 8, 0, -1, -6, -7, -5, -2, -7, -3
CC(=O)c1ccc(N2CCN(Cc3cc(=O)n4c(-c5ccccc5)csc4n3)CC2)cc1
  -2, -7, 2, -4, -14, -28, -12, -1, -7, 8
CCN(CC)C(=O)N1CCN(C(=O)N(CC)CC)CC1
  4, 7, 6, 8, -1, -2, -3, -1, -5, 3
Cc1ccc(NC(=O)Nc2ccc3c(c2)N(C)C(=O)CS3)cc1C
  -6, 13, 1, 3, 1, 1, 1, 3, 2, -9
Cc1ccc(Sc2ccc(N)cn2)cc1
  -12, 0, -10, 1, 7, 0, 9, 5, -2, -11
Cc1ccccc1NC(=S)NC1CCN(Cc2ccccc2)CC1
  4, 6, 4, -1, 3, 5, 6, -1, 0, 2
CCc1ccccc1NC(=O)C1C(c2ccccc2)C1(Cl)Cl (stereo not drawn)
  -9, -13, 7, -2, 2, 2, 10, -9, 1, 1
NC(=O)c1sc2nc(-c3ccccc3)ccc2c1N
  -6, -2, 4, -3, i, i, -12, 2, -6, 0
